Compound activity as filed in PubChem.
BaF3 tox: parental Ba/F3 cell viability inhibition, counter-screen for JAK2V617F inhibitor project, murine pro-B, CellTiter-Glo luminescence; CellTiter-Glo ATP luminescence; inhibition, % at 5.6 µM; 1.1% of 220,000 active; AID 1486, 2009;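 active = inhibition above a per-campaign cutoff, the mean inhibition of all tested compounds plus 3 SD, cut at about 27% in these data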;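 also: 0% = DMSO wells and 100% = JAK Inhibitor I control wells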
NPY Y1 blocker: NPY-Y1 receptor antagonists, primary screen, cell-based | AID 1040, 2008 | inhibition, % at 3.6 µM | Neuropeptide Y receptor type 1 (Homo sapiens), P25929 | HEK293-CNG Y1 cells, membrane potential fluorescence; NPY at EC95, then isoproterenol | 1% of 200,000 active;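 active = inhibition above the campaign mean inhibition of all tested compounds plus 3 SD, cut at about 20% in these data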;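 also: 0% = DMSO wells given NPY plus isoproterenol and 100% = isoproterenol alone without NPY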
Target sequence (P25929 whole entry, looked up): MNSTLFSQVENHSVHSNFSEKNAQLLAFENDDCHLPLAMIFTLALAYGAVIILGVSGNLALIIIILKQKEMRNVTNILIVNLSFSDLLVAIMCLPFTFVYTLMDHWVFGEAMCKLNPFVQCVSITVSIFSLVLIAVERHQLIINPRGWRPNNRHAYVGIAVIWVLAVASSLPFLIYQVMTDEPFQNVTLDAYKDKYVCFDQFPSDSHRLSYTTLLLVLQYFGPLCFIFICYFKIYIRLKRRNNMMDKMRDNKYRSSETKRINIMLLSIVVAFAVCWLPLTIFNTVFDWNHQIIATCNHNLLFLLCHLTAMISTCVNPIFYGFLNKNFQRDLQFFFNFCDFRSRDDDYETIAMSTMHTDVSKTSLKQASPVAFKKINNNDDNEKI
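Material: HEK293 Y1/CNG channel cell line; also added: NPY (25 nM), isoproterenol (1 µM), Ro 20-1724 (25 µM); doses: one concentration, 3.6 µM, in 0.4% DMSO; schedule: compound incubation 1 h at room temperature, readout 45 min post-stimulation; technique: membrane potential fluorescence; measure: fluorescence ratio normalized to % inhibition between controls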
S1P4 antagonist: S1P4 receptor antagonists, primary screen, cell-based | Sphingosine 1-phosphate receptor 4 (Homo sapiens), O95977 | S1P4-expressing cells, antagonist mode, reporter read-out | inhibition, % at 4.98 µM | 0.26% of 220,000 active | AID 1510, 2009; in the data active = inhibition above about 29%;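 also: 0% = wells stimulated with agonist and 100% = vehicle wells without agonist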
NPY-Y1 PAM-ag: NPY-Y1 receptor potentiators or agonists, primary screen, cell-based; activation, % at 3.6 µM; 0.37% of 220,000 active; NPY-Y1 expressing cells, potentiator/agonist activation; AID 1304, 2008; Neuropeptide Y receptor type 1 (Homo sapiens), P25929; in the data active = activation above about 33%, passing the limit was not always enough;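 also: cells stimulated with NPY at EC10 then isoproterenol at EC100; 0% = low agonist plus stimulus and 100% = saturating agonist plus stimulus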
NPY2 pot ag: NPY-Y2 potentiators or agonists, primary screen, cell-based; Neuropeptide Y receptor type 2 (Homo sapiens), P49146; cells expressing NPY-Y2, potentiator/agonist read-out; activation, % at 3.6 µM; 0.45% of 220,000 active; AID 1359, 2008; in the data active = activation above about 27%;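 also: cells stimulated with NPY near EC25 plus isoproterenol at EC100; 0% = vehicle plus submaximal agonist and 100% = vehicle plus saturating agonist; some results beyond the cut were filed as inactive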
Target sequence (P49146 whole entry, looked up): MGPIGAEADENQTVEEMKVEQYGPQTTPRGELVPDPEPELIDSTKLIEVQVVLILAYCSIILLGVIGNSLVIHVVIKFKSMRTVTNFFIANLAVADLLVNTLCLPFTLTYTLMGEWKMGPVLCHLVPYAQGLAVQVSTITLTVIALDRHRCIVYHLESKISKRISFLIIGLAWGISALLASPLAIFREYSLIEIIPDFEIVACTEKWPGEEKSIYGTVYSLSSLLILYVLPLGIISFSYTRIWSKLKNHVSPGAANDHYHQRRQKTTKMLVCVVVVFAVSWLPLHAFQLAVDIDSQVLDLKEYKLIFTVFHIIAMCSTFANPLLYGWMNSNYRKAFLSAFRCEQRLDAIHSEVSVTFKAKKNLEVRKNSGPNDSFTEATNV
p47phox inh: p47phox/p22phox peptide binding inhibitors, primary screen, biochemical, uHTS, NADPH oxidase regulatory subunit; Neutrophil cytosol factor 1 (Homo sapiens), P14598; fluorescence polarization, 2 h; inhibition, % at 24.7 µM; 0.53% of 220,000 active;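 active = inhibition above about 30%, limit read from the data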;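 also: 0% = p47phox with labelled peptide and 100% = labelled peptide alone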
CHOP inhibitor: inhibitors of CHOP promoter induction, primary screen, cell-based, unfolded protein response, luciferase reporter. 3.8% of 220,000 active. AID 2732, 2010. CHO-K1 CHOP-promoter luciferase, tunicamycin-induced, 15-18 h. inhibition, % at 10 µM;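 active = compounds that reduced the stress-induced luciferase reporter signal by more than about 70% of percent inhibition, limit read from the data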;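 also: 0% = tunicamycin plus vehicle and 100% = wells without tunicamycin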
Ba/F3 V617F tox: reduced viability of JAK2V617F-dependent Ba/F3 cells, primary screen, JAK2V617F inhibitor project, cell-based, Ba/F3 EpoR-JAK2V617F, luminescence; inhibition, % at 5.6 µM; ATP luminescence; AID 1446, 2008; 1.1% of 220,000 active;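 active = inhibition above the campaign mean plus 3 SD over all tested compounds, cut at about 24% in these data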;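 also: cytokine-independent growth of Ba/F3 cells driven by EpoR plus mutant JAK2; 0% = DMSO-treated cells and 100% = JAK inhibitor I control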
S1P4 ag: S1P4 receptor agonists, primary screen, cell-based | Sphingosine 1-phosphate receptor 4 (Homo sapiens), O95977 | S1P4-expressing cell line, agonist reporter assay | activation, % at 4.98 µM | 0.35% of 220,000 active; in the data active = activation above about 11%;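 also: 0% = DMSO vehicle and 100% = reference agonist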
Active calls of the source: *; . = no result given.

SMILES	BaF3 tox	NPY Y1 blocker	S1P4 antagonist	NPY-Y1 PAM-ag	NPY2 pot ag	p47phox inh	CHOP inhibitor	Ba/F3 V617F tox	S1P4 ag
CCN1CCN(Cc2ccc(NC(=O)Nc3ccc(OC)cc3)cc2)CC1	1	2	-14	4	-2	-12	23	-3	-0.1
O=C(O)CSCNC(=O)C12CC3CC(CC(C3)C1)C2	6	-2	-18	-22	-6	0	37	1	-3.3
O=C(NC1CCS(=O)(=O)C1)c1sc2ccccc2c1Cl (stereo not given)	2	6	-6	33	-8	-4	4	1	-0.5
Cc1cc([N+](=O)[O-])nn1CC(=O)Nc1cnc2ccccc2c1	5	-6	-12	1	5	-2	43	-1	0.5
Cn1c(CC(=O)Nc2ccccc2)c(Sc2ccccc2)c2ccccc21	4	2	-14	-17	7	-8	48	-3	-0.5
Cc1ccc(NC(=O)C(=Cc2ccc(C(=O)O)cc2)C(=O)Nc2ccc(C)cc2C)c(C)c1	1	.	-6	8	4	0	-14	36*	1.6
Cc1ccc(S(=O)(=O)C2CCOC2=O)cc1 (stereo not given)	0	-6	7	-21	11	-13	4	-5	-1.1
CCCCn1nnc(NC(=O)c2ccco2)n1	1	3	-9	9	2	-5	-11	0	-0.8
O=C(N/N=C/c1cccc([N+](=O)[O-])c1)c1ccc2nc[nH]c2c1	2	2	-8	1	-9	-19	21	-1	1.3
O=c1[nH]c2cc3c(cc2cc1C(c1nnnn1CC1CCCO1)N1CCCCCC1)OCO3 (stereo not given)	0	0	-3	4	-1	-2	23	-4	-2.3
COc1ccccc1NC(=O)Cn1cc(C(=O)c2ccco2)c2ccccc21	9	4	-13	4	13	-14	34	0	1.3
O=C(CN1CCN(S(=O)(=O)c2ccc(Br)cc2)CC1)N/N=C/c1ccncc1	2	.	-23	17	10	4	14	-5	1.5
COC(=O)C(C)Nc1cccc(Br)c1 (stereo not given)	-2	.	-12	0	-10	3	8	7	-0.5
CCc1cc2c(=O)[nH]c(N3CCOCC3)nc2s1	-1	-7	0	10	-1	-2	2	0	0.2
CCCC(=O)n1nc(-c2ccco2)nc1N	8	12	-9	-4	-4	-18	14	0	1.7
C/C(=N\NC(=O)c1cc2ccccc2cc1O)c1cc2ccccc2o1	-2	.	-26	-12	-1	-16	26	-2	2.1
Cc1cc(N2C(=O)c3ccccc3C2=O)n(C)n1	3	.	-13	22	-7	-11	12	-2	0.0
COc1ccc(-c2[nH]ncc2CN(C)CCN2CCOCC2)cc1F	-2	0	-3	28	0	-5	3	-4	-1.1
CSc1ccc(C(=O)C2CCCN(S(=O)(=O)c3c(C)noc3C)C2)cc1 (stereo not given)	6	0	-10	11	4	-3	22	-2	3.4
COc1ccc(CN(C(=O)/C=C/c2ccco2)C2CCS(=O)(=O)C2)cc1 (stereo not given)	-2	.	-20	16	-8	-14	15	-4	1.7
Cc1cccc(OC(=O)c2sc3ncn(C)c(=O)c3c2C)c1	5	8	-8	-6	-7	-4	-35	0	0.9
Cc1onc(-c2ccccc2Cl)c1C(=O)NNC(=O)C1CCN(Cc2ccccc2)CC1	8	-2	-18	-24	-8	2	-9	5	0.5
COc1cc(N2C(=O)c3ccccc3C2=O)c(Cl)cc1C(=O)OCC(=O)NCc1ccco1	1	1	9	16	15	-23	14	-1	0.2
CCS(=O)(=O)C(C)(CCl)C(=O)Nc1ccc(C(=O)OC)cc1 (stereo not given)	-1	.	2	-7	0	-3	3	-4	0.9
COc1ccc(OC)c(NC(=O)c2ccccc2N(Cc2ccccc2)S(C)(=O)=O)c1	7	-1	-1	5	1	-14	-9	1	58*

Entries from the list above that contain a nitro group on carbon:
SMILES	BaF3 tox	NPY Y1 blocker	S1P4 antagonist	NPY-Y1 PAM-ag	NPY2 pot ag	p47phox inh	CHOP inhibitor	Ba/F3 V617F tox	S1P4 ag
Cc1cc([N+](=O)[O-])nn1CC(=O)Nc1cnc2ccccc2c1	5	-6	-12	1	5	-2	43	-1	0.5
O=C(N/N=C/c1cccc([N+](=O)[O-])c1)c1ccc2nc[nH]c2c1	2	2	-8	1	-9	-19	21	-1	1.3

Continuation:
SMILES	BaF3 tox	NPY Y1 blocker	S1P4 antagonist	NPY-Y1 PAM-ag	NPY2 pot ag	p47phox inh	CHOP inhibitor	Ba/F3 V617F tox	S1P4 ag
COc1ccccc1-n1c(C)nc2cc(C(=O)O)ccc21	2	-3	-2	-29	8	39*	29	-2	1.3
CC(C)CNC(=O)C1CCCN(C(=O)NCc2ccccc2)C1 (stereo not given)	4	-2	-9	22	5	-3	-3	-8	0.0
CCN(c1ccc2c(c1)OCO2)S(=O)(=O)c1cc(Br)cc2c1N(C(C)=O)CC2	3	4	-7	-7	0	-12	46	-1	-2.7
COc1ccc(/C=C/C(=O)NC(=S)NNC(=O)c2cnccn2)cc1	-1	.	6	8	-14	-3	57	0	1.6
CN1CCC(N(C)C(=O)c2cc(=O)c3ccccc3o2)CC1	4	-1	-12	-4	-5	-2	8	4	-0.5
CCOCC(=O)Nc1nnc(COc2ccc(Cl)cc2)s1	1	9	-15	-31	-14	-2	-10	-1	-1.0
Cc1onc(-c2c(F)cccc2Cl)c1C(=O)N=C(N)N1CCCC1	0	.	2	3	-13	-3	-4	-2	0.8
CCOC(=O)C1(CCOc2ccccc2)CCN(Cc2cccc(-n3cccn3)c2)CC1	10	17	4	-5	-29	-6	57	0	-0.5
O=C(CCC(=O)OCc1ccc([N+](=O)[O-])cc1)Nc1ccccc1Cl	4	3	-10	9	-1	9	9	2	1.2
O=c1[nH]c(/C=C/c2cccc3ccccc23)nc2ccccc12	3	1	-4	-3	-14	54*	-26	3	-0.5
Cc1ccccc1CN(c1ccc(C(=O)Nc2ccccc2C(=O)N2CCCC2)cc1)S(C)(=O)=O	3	1	-3	-11	2	-10	42	-4	-0.5
CC1(C)CC(=O)C2=C(C1)NCN(Cc1ccc3c(c1)OCO3)C2	1	5	-8	3	7	-5	4	2	-0.4
CCOC(=O)C(=O)CC(=O)c1ccc2c(c1)OCCO2	3	8	-6	-25	-18	-2	10	1	-1.9
CCOc1cc(/C=C/c2cc(C(=O)O)c3ccccc3n2)ccc1O	6	3	10	1	8	-15	33	5	-1.8
C[C@H]1CN=C2N(CCNC(=O)CCC3CCCCC3)[C@H](Cc3ccc(O)cc3)CN21	1	5	2	-2	-9	-5	15	-3	0.7
N#Cc1ccc(CSc2nnc(-c3cccnc3)o2)cc1	4	4	-15	5	-8	-3	21	0	65*
CC(=O)N1C(=S)NC(=O)/C1=C1/C(=O)N(CC(=O)Nc2cccc(C)c2)c2ccccc21	4	4	-40	-13	0	27	47	0	2.9
Cc1ccc(Nc2c(-c3ccccn3)nc3cc(C)ccn23)cc1	0	-4	4	17	2	-10	76*	1	-0.6
CC(=O)c1c(C)[nH]c(C(=O)OCn2nnc3ccccc3c2=O)c1C	2	-9	-12	-3	8	-15	13	-2	0.3
CCCn1nc2cc(C(=O)NCc3ccc(C)cc3)ccc2c1OC	0	6	-2	-3	-7	-9	12	-3	0.1
c1ccc(CSc2nnc(-c3ccco3)n2Cc2ccccc2)cc1	2	9	-14	-4	2	-10	22	0	0.8
COc1ccc2c(c1)CC/C(=C\C=C\c1ccccc1OC)C2=O	2	9	2	-37	-1	-20	-6	-4	0.8
CC(NC(=O)c1ccc(=O)oc1)c1ccccc1 (stereo not given)	0	5	-13	27	8	2	13	-2	1.3
Cc1ccc(CON=C2CCN(c3ncc(C(F)(F)F)cc3Cl)CC2)cc1	3	5	-10	-7	0	0	45	0	-2.1
CCN(CCCNC(=O)c1[nH]c(C)c(C(C)=O)c1C)c1cccc(C)c1	2	5	-14	-8	2	-8	52	1	-0.5
Going on with the list.
SMILES	BaF3 tox	NPY Y1 blocker	S1P4 antagonist	NPY-Y1 PAM-ag	NPY2 pot ag	p47phox inh	CHOP inhibitor	Ba/F3 V617F tox	S1P4 ag
CN(C)c1ccc(-c2noc(C3CCN(S(=O)(=O)c4cccc(Cl)c4)CC3)n2)cc1	-2	1	-12	8	14	-13	42	-2	2.5
COc1ccc(OC)c(NC(=S)NCc2ccccc2OC)c1	-1	0	-4	-3	4	3	11	-1	0.1
N#C/C(=N\O)c1nc2ccccc2[nH]1	5	0	0	-22	-8	-5	24	-5	3.1
Cc1cc(NC(=O)CSc2nc3c(c(-c4cccnc4)c2C#N)CCC3)no1	1	0	6	-18	-14	3	1	1	0.9
O=C1NC(c2ccc(Br)cc2)Nc2sc3c(c21)CCC3 (stereo not given)	-2	2	-13	16	14	-21	35	0	1.0
COCCCNC(=O)CC(NS(=O)(=O)c1ccc(Cl)cc1)c1ccc(OC)cc1 (stereo not given)	5	2	-12	-11	3	-5	-6	1	-1.6
COC(=O)CC1=C(C)C(=O)CC2C(C)(C)CCCC12C (stereo not given)	0	0	9	-4	-5	-3	18	-3	-0.9
COc1ccc(CNC(=O)c2ccc3c(=O)n(CCCN4CCCC4=O)c(=S)[nH]c3c2)cc1	2	1	-14	6	-1	-1	-2	-2	2.7
COc1ccc(C(=O)OCC(=O)Nc2cc(C)on2)cc1S(=O)(=O)N1CCOCC1	1	-1	-12	8	0	-4	19	1	0.2
CC(OC(=O)c1oc2ccccc2c1CSC1CCCCC1)C(=O)NC(N)=O (stereo not given)	5	-5	-5	6	15	1	101*	1	-0.1
CCC(C)(C)NC(=O)C(c1cccn1C)N(Cc1ccccc1)C(=O)Cn1nnc2ccccc21 (stereo not given)	3	14	15	-77	61*	-13	50	-3	-1.1
Cc1ccn(CCC(=O)O)n1	14	-2	-3	-1	-3	-4	2	1	-1.0
Cc1ccc(NC(=O)c2snc3c(=O)[nH]cnc23)cc1C	6	-2	-6	-10	16	3	5	0	-1.3
CCC(=O)Nc1ccc(S(=O)(=O)Nc2ncccn2)cc1	9	2	-8	-12	-22	5	-17	7	0.8
COCCNC(=O)C1CCC(=O)N(c2ccc(OC)cc2)C1c1ccc(OC)c(OC)c1 (stereo not given)	3	5	-1	2	15	-4	-4	-4	0.2
O=C(O)COc1ccccc1C1C2C(=O)N(c3ccccc3)C(=O)C2ON1c1ccccc1 (stereo not given)	2	0	-3	-2	11	2	18	-4	-1.7
O=C(O)c1ccc2c(c1)C(=O)N(C(Cc1ccc(O)cc1)C(=O)O)C2=O (stereo not given)	4	1	9	8	8	-8	9	1	-0.1
CCOc1ccc2oc(=O)cc(C)c2c1	6	1	0	-20	-6	8	-16	1	-2.0
CC(O)CNc1nc2ccccc2n1-c1ncnc2sc3c(c12)CCC3 (stereo not given)	3	9	-5	-12	4	-5	30	-3	0.7
Nc1nc(CSCCO)nc(Nc2ccc(F)cc2)n1	0	-2	3	-5	-11	-9	11	-3	0.7
Cc1ccc(CNC(=O)c2ccc3nc4[nH]c5ccccc5c4nc3c2)cc1	7	-1	-8	-2	-4	-6	94*	-1	0.6
O=C(Cc1ccc(Cl)c(Cl)c1)OCC(=O)c1ccc[nH]1	3	-2	-6	13	4	-3	9	3	1.9

Looked up above:
For NPY-Y1 PAM-ag, O=C(Cc1ccc(Cl)c(Cl)c1)OCC(=O)c1ccc[nH]1 has the entry 13
For NPY-Y1 PAM-ag, O=C(O)c1ccc2c(c1)C(=O)N(C(Cc1ccc(O)cc1)C(=O)O)C2=O (stereo not given) has the entry 8
